Compound activity deposited in PubChem BioAssay by several laboratories.
CendR NRP1 mod: NRP-1/CendR interaction modulation. O14786. FAM-RPARPAR peptide binding to NRP-1, fluorescence polarization. inhibition, % at 25 µM. 360,000 tested, 0.85% active. AID 602438;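 active = inhibition or corrected inhibition above about 18%, plus a signal ratio from 0.5 to 1.5, limit read from the data, passing the limit was not always enough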; also: strong numbers were not always called active
E coli Lon inh: inhibits E. coli Lon protease; P0A9M0; purified E. coli Lon protease, fluorescence polarization; inhibition, % at 7.94 µM; 360,000 tested, 0.42% active; AID 602123; in the data active = inhibition above about 13%, passing the limit was not always enough;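 also: 0% = enzyme with probe and DMSO and 100% = no enzyme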
TbMetRS inhib: Trypanosoma brucei MetRS inhibition. AID 624268. inhibition, % at 11.9 µM. 360,000 tested, 0.4% active. purified T. brucei MetRS, ATP depletion, Kinase-Glo luminescence;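 active = inhibition above a per-plate cutoff of the control wells' mean inhibition plus 3 SD, cut at about 5.5% in these data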;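 also: 0% = DMSO wells median and 100% = median of wells with control inhibitor compound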
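System: purified T. brucei MetRS enzyme / Detection: Kinase-Glo luciferase luminescence reporting remaining unconsumed ATP / Medium: HEPES buffer with MgCl2, KCl, DTT, spermine, BSA, pyrophosphatase / Replication: singlicate, one well per compound / Evaluation: percent inhibition relative to median high and low control wells / Schedule: 2 h aminoacylation at 25 °C after 15 min preincubation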
bovine MsrA act: activators of bovine methionine sulfoxide reductase A. 360,000 tested, 0.3% active. AID 602163. purified bovine MsrA, absorbance read-out. activation, % at 10.6 µM; in the data active = activation above about 7.5%;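 also: 0% = vehicle and 100% = reference activator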
MT1-MMP act inh: inhibitors of human MT1-MMP activation | P50281 | HT1080 RFP-PRO-GFP cells, GFP/RFP ratio fluorescence, overnight; percent of plate control window, DMSO zero | GFP/RFP ratio change, % at 20 µM | 360,000 tested, 0.061% active;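 active = GFP/RFP ratio change of at least 30% with cell ATP level not reduced by more than half and red fluorescence within 50% of control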; also: strong numbers were not always called active
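Assay system: HT1080 cells carrying an RFP-PRO-GFP reporter | Dosing: Single dose of 20 µM compound, 1% DMSO final | Incubation: Cells overnight before dosing, compound overnight, 37 °C, 5% CO2 | Evaluation: GFP/RFP fluorescence ratio | Control set: DMSO and RFP-L50D-GFP cell wells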
FAS TE block: FAS thioesterase (human) inhibition. 360,000 tested, 0.67% active. recombinant FAS-TE, OMFH fluorogenic substrate, fluorescence endpoint. P49327. inhibition, % at 15 µM;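 active = compounds whose normalised, plate-corrected inhibition of enzyme fluorescence in the single-dose primary screen is 50% or more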;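 also: 0% = DMSO with enzyme and 100% = substrate without enzyme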
MLLE-PAM2 inh: inhibitors of microRNA-mediated deadenylation, human PABP1 MLLE binding; GST-MLLE / FITC-PAM2 fluorescence polarization; AID 588489; P11940; 360,000 tested, 0.36% active; inhibition, % at 20 µM; in the data active = inhibition above about 35%, passing the limit was not always enough;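 also: plate controls were DMSO wells with GST-MLLE for no effect and wells lacking GST-MLLE protein for full effect; some results filed as inactive read as strong as hits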
Target sequence (P11940 whole entry, looked up): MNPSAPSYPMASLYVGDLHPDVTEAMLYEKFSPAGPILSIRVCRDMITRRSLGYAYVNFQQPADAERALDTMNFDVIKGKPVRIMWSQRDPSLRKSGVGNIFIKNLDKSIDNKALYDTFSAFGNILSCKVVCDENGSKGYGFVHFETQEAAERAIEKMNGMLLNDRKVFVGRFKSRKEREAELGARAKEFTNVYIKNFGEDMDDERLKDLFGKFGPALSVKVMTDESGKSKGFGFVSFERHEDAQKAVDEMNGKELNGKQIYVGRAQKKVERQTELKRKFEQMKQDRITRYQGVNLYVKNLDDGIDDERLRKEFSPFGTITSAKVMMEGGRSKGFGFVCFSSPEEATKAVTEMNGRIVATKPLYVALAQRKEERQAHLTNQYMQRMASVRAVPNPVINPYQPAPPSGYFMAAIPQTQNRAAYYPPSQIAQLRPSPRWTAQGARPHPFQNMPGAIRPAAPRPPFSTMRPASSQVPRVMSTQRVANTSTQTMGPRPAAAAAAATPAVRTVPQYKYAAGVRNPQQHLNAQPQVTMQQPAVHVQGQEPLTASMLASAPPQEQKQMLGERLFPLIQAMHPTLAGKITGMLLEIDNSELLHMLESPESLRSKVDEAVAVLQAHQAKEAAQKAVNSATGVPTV
SKN-1 block: inhibitors of C. elegans SKN-1 | inhibition, % at 21.8 µM | 360,000 tested, 0.49% active | C. elegans VP596 Pgst-4::GFP/RFP ratio, acrylamide-induced, 24 h;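 active = interference check ratio from 0.5 to 1.5 plus GFP to RFP signal ratio inhibition reaching or exceeding a fixed threshold, cut at about 30% in these data, passing the limit was not always enough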; also: some compounds called inactive have numbers as strong as hits
MsrA inhibitor: inhibits bovine methionine sulfoxide reductase A; purified bovine MsrA, absorbance read-out; inhibition, % at 15.5 µM; AID 651718; 360,000 tested, 0.75% active; in the data active = inhibition above about 4.5%;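 also: 0% = vehicle wells with enzyme and 100% = reference inhibitor wells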
* hit, by the source's call; . = no result given. Compounds as they come. About 4% of those tested had a hit in this group.

no.	Molecule	CendR NRP1 mod	E coli Lon inh	TbMetRS inhib	bovine MsrA act	MT1-MMP act inh
1	O=C(CNC(=O)c1cccs1)NCCN1CCN(c2ccccc2F)CC1	10	-9	-0.9	-9	-6
2	Cn1c(=O)c2c(n(C)c1=O)n(C)c(=O)n2C	-3	-3	0.1	-4	0
3	Cc1oc2c(CN3CCOCC3)c(O)ccc2c(=O)c1-c1ccc(Br)cc1	16	-5	-0.3	2	6
4	CCOC(=O)C1=C(C)C(c2ccccc2O)NC(=O)N1 (stereo not given)	-4	4	0.3	0	2
5	O=C1/C(=C\c2cccnc2)CCc2ccccc21	10	2	-0.1	2	-10
6	CC(C)n1c(NCc2c[nH]c3ccccc23)nc2ccccc21	-12	8	0.7	0	5
7	O=C(Nc1cccc(S(=O)(=O)NC2=NCCC2)c1)C1CC(=O)N(c2ccc3c(c2)OCCO3)C1 (stereo not given)	-16	5	0.0	-12	-3
8	CN(CC(=O)Nc1ccc(Cl)c(Cl)c1)C1CCCCC1	-2	-9	0.0	0	2
9	COc1ccc(CC(=O)Nc2cccc3ncccc23)cc1OC	0	5	0.0	-7	0
10	Cc1ccccc1OCC(=O)N/N=C/c1ccc(Sc2nc3ccccc3s2)o1	14	-2	0.0	-2	-5
11	CCOC(=O)c1sc2nc(C)nc(NCc3ccccc3)c2c1C	2	12	-1.0	-5	4
12	COc1ccc(NC(=O)CSc2nnc(-c3ccccn3)n2N)cc1Cl	6	-7	-0.5	-3	3

no.	FAS TE block	MLLE-PAM2 inh	SKN-1 block	MsrA inhibitor
1	-8	4	-11	-0.8
2	0	-9	-9	0.1
3	-4	-15	1	1.3
4	-9	3	10	1.0
5	-2	-4	20	1.8
6	-2	-6	23	-0.4
7	-3	4	-8	-0.8
8	31	5	1	-0.4
9	-6	-5	-12	-0.1
10	23	26	8	-0.3
11	15	7	-1	-0.4
12	-2	-3	7	-0.5

(further entries)
no.	Molecule	CendR NRP1 mod	E coli Lon inh	TbMetRS inhib	bovine MsrA act	MT1-MMP act inh
13	CC1CCN(C(=O)c2ccc(CS(=O)(=O)Cc3ccccc3)cc2)CC1	1	-5	0.1	-1	1
14	O=[N+]([O-])c1nn(-c2ccc3c(c2)OCCO3)n(O)c1=NCc1ccc(F)cc1Cl	-3	-3	0.0	-2	-4
15	COc1ccc(CN(CCC(c2ccccc2)c2ccco2)C(=O)c2ccco2)cc1 (stereo not given)	-19	-3	1.0	-2	-8
16	CCn1c(=O)c2c(O)cc(=O)oc2c2ccccc21	2	4	0.2	-2	-4
17	CN(C)CCNC(=O)c1cccc(-c2cnc3c(NC=O)cc(/C=C/c4ccccc4)cn23)c1	-31	-9	-0.4	-1	-1
18	COc1cccc(/C(O)=C2\C(=O)C(=O)N(c3ccccn3)C2c2ccccc2OC)c1 (stereo not given)	4	-12	-0.5	-5	14
19	CCCc1cc(=O)[nH]c(SCC(=O)Nc2ccc(OC)c(S(=O)(=O)N3CCCCC3)c2)n1	8	-20	0.0	-2	-1
20	Cc1nnc(NC(=O)CSc2nnc3scc(-c4ccc(C)c(C)c4)n23)s1	-24	-8	0.1	-2	-5
21	CCOc1cc(C2C3=C(CC(C)(C)CC3=O)N(CCCOC)C3=C2C(=O)CC(C)(C)C3)ccc1O	8	1	-0.3	-2	-5
22	O=S(=O)(Cc1ccccc1)c1ccccc1-c1nnc(-c2ccccc2)o1	-21	-1	-0.9	0	-1
23	Cc1c(C(c2cc3c(cc2Br)OCO3)c2c(C)n(C)n(-c3ccccc3)c2=O)c(=O)n(-c2ccccc2)n1C	-11	1	-0.3	-2	1
24	COc1cccc(C(=O)NC(=S)N2CCN(c3ccc(C(F)(F)F)cc3[N+](=O)[O-])CC2)c1	15	4	0.0	-3	9

no.	FAS TE block	MLLE-PAM2 inh	SKN-1 block	MsrA inhibitor
13	-5	-5	-6	-0.1
14	-1	-37	-5	0.0
15	17	-16	6	0.2
16	-8	-21	-23	1.1
17	7	-15	-3	0.4
18	-6	-1	-14	0.7
19	-4	16	-6	0.1
20	-6	-14	4	0.8
21	-2	4	-7	0.2
22	16	7	13	1.0
23	-5	6	22	-1.0
24	19	-10	2	-0.6

(continued)
no.	Molecule	CendR NRP1 mod	E coli Lon inh	TbMetRS inhib	bovine MsrA act	MT1-MMP act inh
25	CCOC(=O)c1c(-c2ccc(-c3ccccc3)cc2)csc1NC(=O)C1C2CCC(O2)C1C(=O)O (stereo not given)	-2	9	-1.0	-7	5
26	COC(=O)C1=C(C)N(Cc2ccccc2)C(=NCCc2c[nH]c3ccccc23)N[C@H]1c1cccc(F)c1	-6	-5	0.0	0	-3
27	O=C(CNC(=O)c1ccc(Cl)cc1Cl)OCc1cn2cc(Br)ccc2n1	-5	-1	-0.1	-2	1
28	CCOCCCNC(=O)C(NC(=O)c1ccc2c(c1)OCO2)c1ccccc1 (stereo not given)	13	-5	-0.7	-6	1
29	O=C(c1ccc(S(=O)(=O)NCC2CCCO2)cc1)N1CCN(c2ccccc2F)CC1 (stereo not given)	-4	0	-0.1	-4	2
30	O=C(O)C1CCCNC1 (stereo not given)	0	-6	-0.5	-1	2
31	NC(=O)c1ccc(Nc2nnc(-c3ccc(O)cc3)c3ccccc23)cc1	-1	18	-0.6	-13	5
32	COCCn1nnnc1C(c1cc2cc(C)ccc2[nH]c1=O)N1CCN(C2CCCCC2)CC1 (stereo not given)	-13	-26	0.4	-3	-7
33	COc1ccc(NC(=O)COc2cccc3c2CCN(C)C3=O)c(OC)c1	10	-5	-0.5	-2	1
34	O=c1c2ccccc2nnn1Cc1ccccc1	-8	-5	-1.0	-5	-2
35	CC(=O)NC(=S)Nc1ccc(NC(=S)NC(=O)/C=C/c2ccco2)cc1	-7	6	-0.8	-7	1
36	O=C(NCCOc1ccccc1)C1=CC=CN2CCS(=O)(=O)N=C12	7	-3	-0.1	-2	-2

no.	FAS TE block	MLLE-PAM2 inh	SKN-1 block	MsrA inhibitor
25	2	28	-1	-0.1
26	1	-136	4	-1.0
27	9	36	3	0.3
28	-2	1	8	-0.2
29	-4	-4	0	-2.2
30	-2	13	-2	.
31	0	4	-6	3.3
32	-1	-11	10	0.9
33	-2	3	14	1.2
34	-1	-2	7	-1.1
35	-3	14	-17	0.2
36	-6	-20	17	0.6

(list continues)
no.	Molecule	CendR NRP1 mod	E coli Lon inh	TbMetRS inhib	bovine MsrA act	MT1-MMP act inh
37	Cc1ccc(S(=O)(=O)N2CCN(c3ccccc3)CC2)s1	5	7	-0.3	-4	0
38	O=C(NCc1cccc(C(F)(F)F)c1)c1cccc(S(=O)(=O)N2CCN(Cc3ccccc3)CC2)c1	1	5	-0.4	-8	3
39	CC(=O)N1c2ccc(S(=O)(=O)N3CCC(C(=O)N4CC(C)CC(C)C4)CC3)cc2CC1C (stereo not given)	3	-9	-0.5	-7	0
40	CCc1ccc2c(c1)NC(=O)C2(C)Cc1ccc(Cl)cc1 (stereo not given)	6	7	-0.3	-1	3
41	COC(=O)c1cc(S(=O)(=O)NCC2CCN(Cc3cc(C)ccc3C)CC2)cn1C	8	8	1.2	-2	1
42	CCn1cc(S(=O)(=O)Nc2nc3ccc(OC)cc3s2)cn1	3	-2	-0.2	-8	3
43	COc1cc2c(cc1OC)C(C)N(CCc1ccc(Cl)cc1)CC2 (stereo not given)	-13	0	0.1	-4	-5
44	CCCN1C(=O)C(Cc2nc3ccccc3c(=O)n2-c2ccccc2)c2ccccc21 (stereo not given)	1	1	-0.6	-6	-7
45	CC(=O)CCc1ccc(OCC(O)CNC2CCCc3ccccc32)cc1 (stereo not given)	2	-10	0.4	-2	-4
46	Cc1nn(CC(O)COc2ccc3c(c2)CCC3)c(C)c1C (stereo not given)	4	-4	-1.3	-2	3
47	CCCS(=O)(=O)Nc1ccc(Nc2c3ccccc3nc3ccccc23)c(OC)c1	2	1	-0.2	-1	5
48	Cc1cccc(/C=N/NC(=O)CNc2cccc3ccccc23)n1	8	-4	0.0	0	-2

no.	FAS TE block	MLLE-PAM2 inh	SKN-1 block	MsrA inhibitor
37	25	5	9	0.5
38	19	-1	-11	0.1
39	-4	14	-4	0.8
40	2	-4	9	-0.3
41	-4	2	5	1.1
42	-6	-2	0	-0.9
43	-3	-4	18	0.4
44	14	0	4	0.6
45	-5	4	16	0.0
46	5	8	1	-1.3
47	6	-2	10	-1.0
48	3	13	12	0.1

The results go on.
no.	Molecule	CendR NRP1 mod	E coli Lon inh	TbMetRS inhib	bovine MsrA act	MT1-MMP act inh
49	CCS(=O)(=O)N1CCC(C(=O)NCCCN2CCC(Cc3ccccc3)CC2)CC1	-2	3	-0.9	2	-1
50	CS(=O)(=O)N1CCC(C(=O)Nc2ccc3c(c2)OCCO3)CC1	-9	6	-0.5	0	5
51	O=c1c2ccccc2nc(SCc2cn3ccsc3n2)n1-c1ccccc1F	-7	8	0.1	-1	-7
52	Cc1ccccc1C(=O)NNC(=O)Cc1ccccc1	-1	-3	-1.0	-7	-1
53	O=C(COc1cccnc1[N+](=O)[O-])NCc1ccco1	-11	1	-0.4	-9	2
54	Clc1ccc(-c2nc(-c3cc4cc(Cl)ccc4o3)cs2)cc1	4	-8	-0.2	-2	0
55	CCCCOc1ccc(N2CC(C(=O)NCCc3ccc(OC)c(OC)c3)CC2=O)cc1 (stereo not given)	8	3	-1.1	-6	-2

no.	FAS TE block	MLLE-PAM2 inh	SKN-1 block	MsrA inhibitor
49	-7	-5	14	-0.7
50	-8	6	-1	-0.1
51	16	0	13	-0.3
52	-4	-1	2	-0.9
53	-6	13	10	0.2
54	3	-16	14	-2.3
55	-2	-5	3	-1.1

Molecules shown so far that have two or more sulfur atoms, in the order listed:
no.	Molecule	CendR NRP1 mod	E coli Lon inh	TbMetRS inhib	bovine MsrA act	MT1-MMP act inh
10	Cc1ccccc1OCC(=O)N/N=C/c1ccc(Sc2nc3ccccc3s2)o1	14	-2	0.0	-2	-5
19	CCCc1cc(=O)[nH]c(SCC(=O)Nc2ccc(OC)c(S(=O)(=O)N3CCCCC3)c2)n1	8	-20	0.0	-2	-1
20	Cc1nnc(NC(=O)CSc2nnc3scc(-c4ccc(C)c(C)c4)n23)s1	-24	-8	0.1	-2	-5
35	CC(=O)NC(=S)Nc1ccc(NC(=S)NC(=O)/C=C/c2ccco2)cc1	-7	6	-0.8	-7	1
37	Cc1ccc(S(=O)(=O)N2CCN(c3ccccc3)CC2)s1	5	7	-0.3	-4	0
42	CCn1cc(S(=O)(=O)Nc2nc3ccc(OC)cc3s2)cn1	3	-2	-0.2	-8	3
51	O=c1c2ccccc2nc(SCc2cn3ccsc3n2)n1-c1ccccc1F	-7	8	0.1	-1	-7

no.	FAS TE block	MLLE-PAM2 inh	SKN-1 block	MsrA inhibitor
10	23	26	8	-0.3
19	-4	16	-6	0.1
20	-6	-14	4	0.8
35	-3	14	-17	0.2
37	25	5	9	0.5
42	-6	-2	0	-0.9
51	16	0	13	-0.3
